Screens from PubChem BioAssay.
ELG1 DNA repair: inhibitors of ELG1-dependent DNA repair in HEK293T cells; 330,000 tested, 2.3% active; Potency, µM (doses to about 46.1 µM), without a hit: at the top dose activity change, negative = inhibition, actives largely listed as inhibitors; HEK293T ELG1-luciferase reporter, luminescence, 16 h; DNA damage induced by 5-fluorouridine; also: potency is read from the fitted curve at half-maximal effect; % is scaled to controls: 0 for no effect and ±100 for the full control effect; nearly all actives have a fitted effect of over 55% in size
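Quantitative HTS, concentration-response format. 2,000 cells/well co-treated with 5-fluorouridine and compound, 16 hr in 5% CO2 at 37 °C; ONE-Glo luminescence read after 30 min.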
FLuc counter: firefly luciferase modulation, counter-screen for miR-21 project; P08659; purified FLuc, Km substrates, luminescence inhibition; Potency, µM (highest dose often 57.5 µM), for inactives: at the top dose activity change, negative = inhibition, actives largely listed as inhibitors; 360,000 tested, 6.9% active;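 also: potency is read from the fitted curve at half-maximal effect; plate controls were vehicle for no effect and reference inhibitor for full effect; nearly all actives have a fitted effect of over 55% in size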
Target sequence (P08659 whole entry, looked up): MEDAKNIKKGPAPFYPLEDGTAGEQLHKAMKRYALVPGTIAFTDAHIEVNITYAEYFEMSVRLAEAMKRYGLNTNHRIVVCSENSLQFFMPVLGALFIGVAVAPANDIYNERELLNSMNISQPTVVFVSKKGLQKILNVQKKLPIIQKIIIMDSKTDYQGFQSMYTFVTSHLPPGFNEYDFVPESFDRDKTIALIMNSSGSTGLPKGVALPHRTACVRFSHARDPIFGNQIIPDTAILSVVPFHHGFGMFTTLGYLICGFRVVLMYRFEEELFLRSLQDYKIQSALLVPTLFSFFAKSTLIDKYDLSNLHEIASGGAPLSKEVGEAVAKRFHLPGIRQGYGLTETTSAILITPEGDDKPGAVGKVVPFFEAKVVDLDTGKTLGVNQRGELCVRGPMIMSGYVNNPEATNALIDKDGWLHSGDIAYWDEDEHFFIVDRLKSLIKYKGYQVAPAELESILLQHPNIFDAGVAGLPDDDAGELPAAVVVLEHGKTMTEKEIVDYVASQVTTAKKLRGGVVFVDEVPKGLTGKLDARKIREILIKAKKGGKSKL
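Purified P. pyralis luciferase, 10 nM final, with Km-level 10 uM D-luciferin and 10 uM ATP in 50 mM Tris acetate pH 7.5, 10 mM Mg acetate, 0.01% Tween-20, 0.05% BSA; 6-point qHTS titration about 60 µM downward; luminescence read.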
p53 reactivator: mutant p53 re-activation in reporter cells; H1299 p53-A138V BP100-luciferase reporter, luminescence, 24 h; 320,000 tested, 0.063% active; AID 504706; Potency, µM (titrated, usually from 92.2 µM), for inactives: at the highest dose activity change, positive = activation, usual class: activators; also: potency is read from the fitted curve at half-maximal effect; % of control where 0% means no effect; nearly all actives have a fitted effect of over 45% in size
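H1299 (p53-null), stable ts p53-A138V + BP100-Luc; 1000 cells/well, Opti-MEM/10% FBS; cpd 4 pt, 1:5; 24 h, 37 deg C, 5% CO2; detection reagent 10 min RT; luminescence.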
RORg inh: blocks mouse ROR gamma transcriptional activity; P51450; AID 2551; Potency, µM (series often up to 53.6 µM), for inactives: at the highest dose activity change, negative = inhibition, actives largely listed as inhibitors; Drosophila S2 Gal4-RORgamma UAS-luciferase reporter, 20 h; 310,000 tested, 5.4% active; also: potency is read from the fitted curve at half-maximal effect; % is scaled to controls: 0 for no effect and ±100 for the full control effect; nearly all actives have a fitted effect of over 60% in size
Target sequence (P51450 whole entry, looked up, the tested form may be a part): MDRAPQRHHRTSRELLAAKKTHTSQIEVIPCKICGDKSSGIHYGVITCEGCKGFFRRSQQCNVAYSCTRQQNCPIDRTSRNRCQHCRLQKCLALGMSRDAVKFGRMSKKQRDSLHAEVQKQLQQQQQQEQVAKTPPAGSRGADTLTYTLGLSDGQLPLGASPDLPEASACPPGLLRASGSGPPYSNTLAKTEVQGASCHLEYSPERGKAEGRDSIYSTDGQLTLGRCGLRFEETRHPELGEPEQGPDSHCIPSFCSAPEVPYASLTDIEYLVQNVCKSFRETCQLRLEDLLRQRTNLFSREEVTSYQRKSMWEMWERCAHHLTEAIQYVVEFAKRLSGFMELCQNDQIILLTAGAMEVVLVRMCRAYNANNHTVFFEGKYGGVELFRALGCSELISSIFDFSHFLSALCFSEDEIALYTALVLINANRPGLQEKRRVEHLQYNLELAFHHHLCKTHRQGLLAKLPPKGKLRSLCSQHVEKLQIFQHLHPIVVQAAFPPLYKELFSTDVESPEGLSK
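Schneider cells (Drosophila), stable Gal4 DBD–ROR gamma + UAS-luc; 1 hr cmpd preincubation; Cu2+ induction 700 uM final; 20 hr ambient; luminescence.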
Rab9 promoter act: activators of Rab9 promoter | Potency, µM (doses to about 9.22 µM), inactives show at the highest dose activation, negative = inhibition, hits mostly activators | AID 485297 | 320,000 tested, 2.8% active | Huh7 Rab9 promoter-luciferase reporter, luminescence, 24 h; also: potency is read from the fitted curve at half-maximal effect; % of control where 0% means no effect; nearly all actives have a fitted effect of over 60% in size
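Cell-based reporter: Huh7 stable for Rab9 promoter-driven luciferase, plated in reduced-serum medium with 10% FBS at 1500 cells/well, compound-treated 24 h at 37 °C, luminescence read after 10 min reagent.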
Tb PFK inh: inhibitors of T. brucei phosphofructokinase | T. brucei PFK, ADP-Glo luminescence | Potency, µM (titrated, usually from 57.5 µM), inactives show at the highest dose activity, negative = inhibition, most hits filed as inhibitors | 330,000 tested, 0.17% active | AID 485367;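 also: potency is read from the fitted curve at half-maximal effect; 0% = uninhibited 1x PFK enzyme wells and -100% = no-enzyme wells; nearly all actives have a fitted effect of over 60% in size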
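Activity is normalized to no-enzyme wells (full inhibition) and 1.25 nM enzyme wells (no inhibition). Reaction: 0.5 mM F6P, 0.1 mM ATP, 45 min RT, ADP-Glo luminescence; concentration-response curves fitted and classed by quality.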
TRPV1 agonist: activates the human vanilloid receptor TRPV1 | Q8NER1 | TRPV1-expressing cells, Fluo-8 calcium influx, agonist mode | activation, % at 8.33 µM | 320,000 tested, 0.19% active | AID 540275; in the data active = activation above about 80%; inconclusive = between about 30% and that limit; also: 0% is about no effect
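Fluo-8 calcium influx in TRPV1-expressing cells, kinetic read (ex 480/em 520 nm). Compound added and read 3 min for agonist activity, followed by capsaicin at EC20 final and 2 min further read for enhancement.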
BRCA1 expr act: activators of BRCA1 expression; MCF7-BRCA1-FFLuc reporter, luminescence, 48 h; response scale: scaled: vehicle 0%, 10 µM genistein 100%; Potency, µM (top dose mostly 46.1 µM), without a hit: at the top dose activation, hits mostly activators; 380,000 tested, 1.1% active; also: potency is read from the fitted curve at half-maximal effect; nearly all actives have a fitted effect of over 80% in size; some results filed as inactive show a strong effect at the top dose
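Activators of BRCA1 expression were detected as increased firefly luciferase luminescence in engineered MCF7 cells after 48 h compound incubation. Signals were scaled to genistein 10 microM as full activation.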
ELG1 genotox: inducers of genotoxicity in HEK293T ELG1-luciferase cells | HEK293T ELG1-luciferase reporter, luminescence, 16 h | Potency, µM (series often up to 46 µM), for inactives: at the top dose activity change, positive = activation, usual class: activators | 330,000 tested, 1.3% active; also: potency is read from the fitted curve at half-maximal effect; % of control where 0% means no effect; nearly all actives have a fitted effect of over 60% in size
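DMSO vehicle served as control against compound-treated ELG1-luciferase HEK293T cells; exposure lasted 16 hr at 37 °C and 5% CO2, followed by ONE-Glo luminescence detection after 30 min.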
NPC1 promoter act: NPC1 promoter activation; Potency, µM (top dose mostly 9.22 µM), for inactives: at the highest dose activation, most hits filed as activators; 320,000 tested, 2.4% active; Huh7 NPC1 promoter luciferase reporter, 24 h; AID 485313;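 also: potency is read from the fitted curve at half-maximal effect; % of control where 0% means no effect; nearly all actives have a fitted effect of over 60% in size; reporter is driven by a mutant NPC1 promoter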
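Readout is luciferase luminescence, reflecting NPC1 promoter activation in stably transfected Huh7 cells after 24 h compound exposure at 37 °C in reduced-serum medium with 10% FBS.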
Gal4-VP16 FLuc: counter-screen for ROR gamma inhibitors: Gal4-VP16 reporter; Drosophila S2 Gal4-VP16 UAS-luciferase, luminescence, 20 h; Potency, µM (top dose mostly 53.6 µM), inactives show at the top dose activity, negative = inhibition, hits mostly inhibitors; 310,000 tested, 3.5% active; AID 2546;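 also: Gal4-VP16 expression switched on by copper sulfate through the metallothionein promoter; potency is read from the fitted curve at half-maximal effect; % is scaled to controls: 0 for no effect and ±100 for the full control effect; nearly all actives have a fitted effect of over 50% in size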
An asterisk follows results filed as active; u = inconclusive; x = no result given; [ ] = remark or other dose. Unless noted, calls follow the shape of the dose curve; as a rule, active = well fitted curve in the direction sought with a large enough effect; inconclusive = small, poorly fitted or top-dose-only effect, or another doubt; inactive = no such curve, though single readings can be large; an effect the other way counts as inactive or inconclusive. Compounds as they come (roughly 15% active in at least one column).

| canonical_smiles | ELG1 DNA repair | FLuc counter | p53 reactivator | RORg inh | Rab9 promoter act | Tb PFK inh | TRPV1 agonist | BRCA1 expr act | ELG1 genotox | NPC1 promoter act | Gal4-VP16 FLuc |
| --- | --- | --- | --- | --- | --- | --- | --- | --- | --- | --- | --- |
| Cn1c(SCC(=O)Nc2ccc3c(c2)OCCO3)nnc1-c1ccco1 | 2% | -19% | u | 24% | -4% | 1% | -5 | 1% | -1% | 4% | -4% |
| CCn1nc(C)c(CNC(=O)C2CCC(=O)N(Cc3ccc(Cl)cc3)C2)c1C (stereo not given) | 6% | -2% | -6% | 6% | 5% | 1% | 8 | 0% | 1% | 0% | 7% |
| CCn1c(CNc2ccc(Cl)cc2)nnc1SCC(=O)NCc1ccccc1 | -8% | 4% | 0% | -16% | 4% | -5% | 0 | -37% | -9% | -2% | 0% |
| Cc1ccnc(NC(=O)c2cc3c(=O)oc4ccc(C)cc4c3s2)c1 | 17% | -1% | 0% | -4% | -1% | 2% | -2 | 1% | 18% | -3% | -1% |
| Cc1nc2ncnn2c(C)c1CCC(=O)NCc1ccco1 | 3% | 5% | -8% | -9% | -1% | -2% | -3 | 5% | -4% | -5% | -9% |
| Cc1csc(NC(=O)CSc2nncs2)n1 | u | -21% | 13% | x | 14% | -1% | 0 | 9% | 5% | 8% | x |
| OC(COc1ccc(CN2CCCCO2)cc1)CN1CCCCC1 (stereo not given) | 12% | 1% | 0% | 27% | -6% | -2% | -1 | 11% | 0% | 0% | -3% |
| O=C(Cn1cnc2ccccc21)N/N=C/c1cccs1 | 6% | u | -5% | -42% | 0% | -10% | 3 | 7% | 1% | -2% | 1% |
| N#CCCN(C(=O)COC(=O)CCc1nc2ccccc2c(=O)[nH]1)c1ccc(F)cc1 | 17% | 4% | 11% | x | -9% | 0% | 1 | 2% | 0% | -4% | x |
| C#CCOCCOCCOCCNc1nc(N2CCN(C(=O)[C@H](CCCCN)n3cc([C@@H](N)CO)nn3)CC2)nc(N2CCN(C(=O)[C@H](Cc3cc4ccccc4[nH]3)n3cc([C@@H](N)Cc4ccc(O)cc4)nn3)CC2)n1 | -8% | -1% | -2% | 23% | 1% | 5% | -3 | x | 0% | -3% | 1% |

Reformatted: two of the compounds above.
> Cc1ccnc(NC(=O)c2cc3c(=O)oc4ccc(C)cc4c3s2)c1
  ELG1 DNA repair: 17%
  FLuc counter: -1%
  p53 reactivator: 0%
  RORg inh: -4%
  Rab9 promoter act: -1%
  Tb PFK inh: 2%
  TRPV1 agonist: -2
  BRCA1 expr act: 1%
  ELG1 genotox: 18%
  NPC1 promoter act: -3%
  Gal4-VP16 FLuc: -1%
> Cc1nc2ncnn2c(C)c1CCC(=O)NCc1ccco1
  ELG1 DNA repair: 3%
  FLuc counter: 5%
  p53 reactivator: -8%
  RORg inh: -9%
  Rab9 promoter act: -1%
  Tb PFK inh: -2%
  TRPV1 agonist: -3
  BRCA1 expr act: 5%
  ELG1 genotox: -4%
  NPC1 promoter act: -5%
  Gal4-VP16 FLuc: -9%

(continued)
| canonical_smiles | ELG1 DNA repair | FLuc counter | p53 reactivator | RORg inh | Rab9 promoter act | Tb PFK inh | TRPV1 agonist | BRCA1 expr act | ELG1 genotox | NPC1 promoter act | Gal4-VP16 FLuc |
| --- | --- | --- | --- | --- | --- | --- | --- | --- | --- | --- | --- |
| COc1cccc2cc3c(=O)oc4ccccc4c3nc12 | u | u | -1% | -24% | -4% | 0% | 1 | -8% | 16% | -5% | -8% |
| O=C1c2ccccc2NC(c2ccc(O)cc2)N1/N=C/c1ccc(O)cc1 (stereo not given) | u | -19% | u | -16% | 30% | 3% | 4 | 34% | 16% | 15% | 24% |
| COC(=O)Cc1csc(NC(=O)CSc2nncn2C)n1 | -4% | x | 3% | x | x | 9% | x | -12% | 1% | x | x |
| CCN(CCO)c1nc(N2CCCCC2)c2cnn(C)c2n1 | -10% | 2% | -2% | -1% | -6% | 5% | 5 | -8% | -4% | -6% | 9% |
| Cc1cccc(N(CC(=O)Nc2c(C)n(C)n(-c3ccccc3)c2=O)S(C)(=O)=O)c1 | 6% | 0% | 1% | 0% | -1% | -2% | -1 | -1% | 0% | -2% | -1% |
| CC(C)(C)NC(=O)c1ccc(COc2ccc(Cl)cc2Cl)o1 | u | -9% | -4% | u | -13% | -13% | 21 | -18% | -4% | -4% | -4% |
| Cc1cccc(NS(=O)(=O)Cc2ccccc2)c1C | u | 1% | x | 34% | 10% | 5% | 13 | 34% | 3% | 0% | 4% |
| CNc1nc(NCc2ccccc2)nc(N)c1[N+](=O)[O-] | u | 6% | 8% | -20% | -1% | -1% | -1 | -49% | 18µM* | -2% | -3% |
| COc1ccc(C(=O)Nc2ccncc2)cc1OC | u | -24%[2.3 µM] | -1% | 11% | -3% | -1% | 1 | 1% | 15% | 9% | -9% |
| COc1ccc(C)cc1S(=O)(=O)N1CCN(C(=O)c2ncoc2-c2cccc(C)c2)CC1 | -7% | 3% | -4% | -2% | -10% | -2% | 2 | -19% | -19% | -3% | 4% |
| N#Cc1ccsc1NC(=O)C1CCN(S(=O)(=O)c2cccs2)CC1 | -26% | 2% | -2% | x | 3% | 0% | -1 | 8% | -2% | -4% | x |
| Cc1c(Cl)cccc1NC(=S)N(CCN(C)C)C(C)c1ccco1 (stereo not given) | -1% | -2% | 0% | u | -2% | 4% | 3 | -31% | -2% | -5% | -30% |
| Cc1ccc(C(=O)N2CC3(C(C)C)CN(C(=O)c4ccc(C)cc4)CC(C(C)C)(C2)C3=O)cc1 | -7% | 5% | 0% | -4% | -1% | 1% | 13 | -42% | -14% | 0% | -2% |
| O=C/C=C/c1coc2ccc3ccccc3c2c1=O | u | 1% | -1% | 15% | -2% | -3% | 2 | -25% | 1% | 3% | 4% |
| Cc1cccc(NS(=O)(=O)c2cccc(C(=O)NCCCN3CCCC3=O)c2)c1 | -15% | 2% | -5% | x | -2% | -16% | -2 | -25% | -2% | -3% | x |
| CCOC(=O)CSc1nc2cc(C(=O)N3CCC(C(N)=O)CC3)ccc2c(=O)n1-c1ccccc1 | -14% | 4% | -17% | -39% | 6% | 2% | -4 | 4% | 0% | 0% | -20% |
| N#CCC(=O)Nc1ccc(C(=O)OCC(=O)c2ccc3c(c2)OCCO3)cc1 | u | 11µM* | 13% | -17% | u | 0% | 15 | 18% | 12% | u | -16% |
| O=S(=O)(Cc1ccccc1)NCCc1cccc(Cl)c1 | -4% | -2% | -29% | 30% | 8% | 0% | 8 | -31% | -5% | 2% | 6% |
| COc1ccccc1-c1coc2c(CN(C)C)c(O)ccc2c1=O | -1% | -1% | x | 40%[1.91 µM] | 5% | -2% | 3 | -4% | -2% | 0% | -4% |
| CC1CCCC(NC(=O)Nc2cccs2)C1C (stereo not given) | 3% | -15% | -2% | -11% | -7% | 1% | u | 10% | -2% | -3% | 17% |
| COC(=O)c1cc(O)c(O)c(O)c1 | 0% | -17% | 11% | -11% | 1% | 0% | 1 | 0% | 7% | -2% | -5% |
| COc1cc2c(cc1OC)C(C)N(C(=O)Nc1cc(C)cc(C)c1)CC2 (stereo not given) | u | 0% | -6% | -16% | -16% | 1% | 30 | -49% | 0% | -26% | -21% |
| CCC(=O)Nc1cccc(NC(=O)c2ccccc2Cl)c1 | 0% | -4% | -3% | 13% | -3% | 6% | -3 | 0% | -4% | -3% | 18% |
| C/C=C(\C)C(=O)OC1CC(C)(C)C[C@H]2C3=CC[C@@H]4[C@@]5(C)CCC(O[C@@H]6O[C@@H](C(=O)O)[C@@H](O)C(O[C@@H]7OC[C@H](O)[C@@H](O)[C@@H]7O[C@@H]7OC(CO)C(O)[C@@H](O)[C@@H]7O)C6O[C@@H]6OC(CO)C(O)C(O)C6O)[C@@](C)(CO)[C@@H]5CC[C@]4(C)[C@]3(C)CC(O)[C@@]12CO (stereo not given in full) | -3% | x | 5% | x | x | u | x | 12% | 12% | x | x |
| Cc1nn(C(C)(C)C)c(NC(=O)c2ccc(Cl)cc2Cl)c1Br | 5% | 3% | -4% | -15% | -8% | 1% | 15 | 4% | 1% | -6% | 6% |
| Cc1ccc(-c2cc(=O)c3ccc(Cl)cc3[nH]2)cc1 | 3% | 4% | -1% | 9%[96.6 µM] | 3% | -2% | 2 | -34% | 6% | 9% | -6%[96.6 µM] |
| Cc1ccccc1OCC(=O)N/N=C/c1ccc(N(C)C)cc1 | -4% | u | 10% | -14% | -2% | -1% | 1 | 69% | 2% | 1% | -15% |
